SR-BI HDL uptake = inhibitors of mouse SR-BI mediated HDL lipid uptake | Q61009 | ldlA[mSR-BI] CHO cells, DiI-HDL uptake fluorescence, 3 h | inhibition, % at 12.5 µM | 320,000 compounds, 0.96% hits;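 active = mean replicate inhibition of at least 70% and a set share of replicates each scoring 70 or more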;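 also: 0% = median of neutral control wells and 100% = median of positive control wells; values of inactives mirror those of a sister screen read the other way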
SR-BI DiI-HDL act = activators of SR-BI mediated HDL lipid uptake | CHO ldlA[mSR-BI] cells, DiI-HDL uptake fluorescence, 3 h; 100 = double the neutral-control signal | activation, % at 12.5 µM | 320,000 compounds, 0.096% hits | AID 504775;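 active = mean replicate activation of at least 60% and every replicate at or above 60%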;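 also: 0% = median plate neutral-control signal and 100% = twice that signal; values of inactives mirror those of a sister screen read the other way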
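System: LDL receptor-deficient CHO ldlA cells overexpressing murine SR-BI | Timing: 3 h uptake period with compound, 37 °C | Medium: HEPES-buffered (25 mM, pH 7.4) F12 plus 0.5% BSA | Dosing: Single-point compound dose | Signal: Bottom-read fluorescence, 550/595 nm | Read-out: Retained DiI signal reflecting DiI-HDL uptake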
DAGLB inhibitor = blocks human DAGLB lipase activity | inhibition, % at 5.17 µM | AID 504411 | 340,000 compounds, 0.059% hits | HEK293T DAGLB membrane lysate, EnzChek fluorogenic substrate | Q8NCG7; in the data active = inhibition above about 34%;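 also: 0% = enzyme with vehicle and 100% = wells lacking enzyme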
Target sequence (Q8NCG7 whole entry, looked up): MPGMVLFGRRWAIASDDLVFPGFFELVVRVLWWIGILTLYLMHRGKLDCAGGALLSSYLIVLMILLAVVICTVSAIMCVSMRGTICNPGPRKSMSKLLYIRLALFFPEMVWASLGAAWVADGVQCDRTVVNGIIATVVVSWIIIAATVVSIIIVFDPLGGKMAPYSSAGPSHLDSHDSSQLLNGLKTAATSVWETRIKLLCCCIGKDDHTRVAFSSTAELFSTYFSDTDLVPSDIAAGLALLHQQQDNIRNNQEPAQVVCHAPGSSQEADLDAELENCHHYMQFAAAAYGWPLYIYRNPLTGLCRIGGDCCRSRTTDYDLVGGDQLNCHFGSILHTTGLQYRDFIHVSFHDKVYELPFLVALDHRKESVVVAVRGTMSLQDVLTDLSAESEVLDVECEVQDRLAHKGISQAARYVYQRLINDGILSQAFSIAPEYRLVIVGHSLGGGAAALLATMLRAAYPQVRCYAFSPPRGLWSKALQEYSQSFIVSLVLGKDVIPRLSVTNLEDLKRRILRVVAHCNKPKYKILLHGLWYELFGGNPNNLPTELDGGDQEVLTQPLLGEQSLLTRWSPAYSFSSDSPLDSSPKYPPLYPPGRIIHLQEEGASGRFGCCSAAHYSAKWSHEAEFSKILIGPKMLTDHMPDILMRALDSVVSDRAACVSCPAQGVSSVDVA
NSD2 HMT inh = inhibitors of human histone methyltransferase NSD2; O96028; NSD2 peptide methylation, AlphaScreen, 120 min; inhibition, % at 12.5 µM; 310,000 compounds, 0.54% hits; in the data active = inhibition above about 50%
C-LANA FP = inhibitors of KSHV LANA C-terminal domain DNA binding | MBP-C-LANA/FAM-LBS DNA binding, fluorescence polarization | inhibition, % at 9 µM | 340,000 compounds, 0.078% hits | AID 504423;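 active = highest replicate inhibition at or above 60% at 9 µM, even if other replicates fall short; inactive = all replicates below 60% inhibition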;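 also: 0% = neutral control wells and 100% = 4 µM acridine orange control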
PKA-R2B activ = PKA-R2B complex activation | P22694+P31323 | PKA-R2B holoenzyme dissociation, Cy5-IP20 fluorescence polarization; R2B truncated from residue 108, S112A mutant; 0% DMSO only, 100% 113 µM cGMP | activation, % at 11.4 µM | 340,000 compounds, 0.079% hits | AID 504700;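 active = activation above a cutoff set at the mean over all compounds plus 3 SD, cut at about 18% in these data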;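 also: higher means more holoenzyme dissociation and a rise in polarization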
Arr AP2 block = blocks beta-arrestin peptide binding to AP2 adaptin. FITC-arrestin peptide / GST-AP2 beads, flow cytometry; AP2 beta2 appendage carries R879A mutation. inhibition, % at 10 µM. 340,000 compounds, 0.31% hits;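 active = inhibition above a set limit, near 3 SD of compounds lacking own fluorescence, cut at about 54% in these data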;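 also: plate controls were DMSO wells for no effect and 5 µM unlabelled arrestin peptide for full effect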
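Assay system: GST-AP2 R879A bound to glutathione beads, E. coli-expressed; Medium: PBS with 0.05% Tween 20 and 0.1% BSA; Also added: fluorescein-tagged arrestin peptide at 50 nM final; Timing: 12 min plus 1 h, RT; Measured by: flow cytometry, FL1 (488/535 nm); Evaluation: percent drop in bead-associated FITC signal.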
PvdQ inh = blocks Pseudomonas aeruginosa PvdQ acylase activity; 340,000 compounds, 0.063% hits; AID 488965; inhibition, % at 10 µM; purified PvdQ acylase, fluorescence plate reader; in the data active = inhibition above about 30%, passing the limit was not always enough;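 also: 0% = vehicle neutral wells and 100% = reference inhibitor wells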
Keap1 Nrf2 FP = disrupts human Keap1 binding to Nrf2 peptide | Q14145 | Keap1 Kelch-Nrf2 peptide fluorescence polarization, 1536-well | inhibition, % at 9.4 µM | 340,000 compounds, 0.15% hits; in the data active = inhibition above about 12%;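 also: human Keap1 Kelch domain with fluorescein labeled Nrf2 9mer peptide probe; 0% = neutral control wells and 100% = peptide positive control; higher means more block of Keap1 binding to Nrf2 peptide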
RTF Ca sens inh = cardiac RTF calcium desensitization | AID 493244 | inhibition, % at 7.15 µM | IANBD-labeled cardiac RTF, Ca2+ fluorescence | 340,000 compounds, 0.12% hits | P19429+P45379;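 active = inhibition above the mean inhibition of all tested compounds plus 3 SD, cut at about 17% in these data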;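 also: assay run at fixed EC70 calcium of 1.6 mM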
An asterisk follows results filed as active; · = not tested or not shown.

SMILES	SR-BI HDL uptake	SR-BI DiI-HDL act	DAGLB inhibitor	NSD2 HMT inh	C-LANA FP	PKA-R2B activ	Arr AP2 block	PvdQ inh	Keap1 Nrf2 FP	RTF Ca sens inh
[N-]=[N+]=NC[C@H](Cc1ccccc1)N1CCN(Cc2ccccc2)CCC1=O	-20	20	1	·	1.8	-7	19	-10	-5	-21
O=S(=O)(c1cccc(NC(=S)N2CCN(c3ccc(F)cc3)CC2)c1)C(F)F	45	-45	0	2	1.0	1	-4	-3	2	13
Cc1ccc(SCc2nc3ncccn3c2Br)cc1	-5	5	·	-3	-0.6	·	-11	-5	-1	·
N#Cc1ccc(CSCC(=O)O)cc1	0	0	-2	4	-0.2	-4	3	-7	1	-1
O=C1c2ccccc2S(=O)(=O)N1CC(O)COc1ccc(Br)cc1 (configuration not stated)	9	-9	-4	-2	1.2	4	12	5	1	-4
c1cncc(CSc2nnc3ccc(-c4ccncc4)nn23)c1	·	·	0	-4	-2.5	-3	-3	11	-1	-6
O=C(O)c1ccccc1C(=O)Nc1ccc(S(=O)(=O)Nc2nccs2)cc1	-1	1	4	·	-1.7	0	12	2	2	0
O=C(N/N=C/c1ccc(O)cc1)/C(=C/c1ccccc1)CCO	-5	5	0	0	2.1	-1	35	7	-4	-2
FC(F)(F)c1cccc(NC(=S)NNC(=S)NCc2ccccc2)c1	-32	32	17	·	-2.2	-9	12	5	-2	3
CCOCCCNC(=O)c1ccc(N2CC3CC(C2)c2cccc(=O)n2C3)c(NC(=O)Nc2cccc(OC)c2)c1 (configuration not stated)	-20	20	0	-3	0.4	-8	5	12	-3	-3
O=C(NCCN1C(=O)S/C(=C\c2ccccc2Cl)C1=O)C1=COCCO1	17	-17	-2	-2	1.1	9	1	-8	2	-9
CCC(Oc1ccccc1)C(=O)N1CC(C)CC(C)C1 (configuration not stated)	3	-3	-1	-10	-1.1	-1	-11	-15	0	3
CCCn1c(=O)c(C(=O)N/N=C/c2ccc(F)cc2)c(O)c2ccccc21	·	·	-1	-3	-1.8	-2	2	-11	-9	-9
COC(=O)c1nn(-c2ccccc2)c(Cl)c1/C=N/OCc1ccc(Cl)cc1Cl	-6	6	-1	-3	1.2	-6	-1	-8	-5	-1
COc1cc(/C=C2/SC(=S)N(CCC(=O)Nc3ccc(C(=O)O)cc3)C2=O)cc(OC)c1OC	8	·	-1	8	1.9	-4	33	11	0	5
CCCC(=O)C1=C(O)C(C(=O)OC)C(C)(C)CC1=Nc1ccc(N)cc1 (configuration not stated)	-19	19	-1	1	-0.6	-12	-5	-4	-1	-5
O=C(c1cc2ccccc2o1)n1nnc2ccccc21	-7	7	-2	6	-1.1	-7	1	-20	-2	1
Cc1ccccc1C(=O)OC1CCN(C)CC1	9	-9	-1	2	-0.3	-10	-1	-10	3	-13
COC(C(=O)Nc1ccc(Cl)cc1C)c1ccccc1 (configuration not stated)	7	-7	-4	-2	-1.7	3	35	3	2	-2
COc1ccccc1NCCC(=O)OCC(=O)Nc1cc([N+](=O)[O-])ccc1F	-2	2	2	2	-0.9	-17	11	-2	2	7
CCOC(=O)c1[nH]c2ccc(OC)cc2c1NC(=S)N1CCN(c2ccccn2)CC1	·	·	0	0	0.9	6	-1	9	-1	-3
COc1cc([C@@H]2OC[C@@H]3[C@H]2CO[C@@H]3c2ccc3c(c2)OCO3)ccc1O	-40	40	-1	·	3.0	-4	26	-1	3	-2
Cn1c(=O)c(Oc2ccc(Cl)cc2)c(O)c2ccccc21	-1	1	0	-2	1.6	-2	-13	2	-2	6
CCOC(=O)C(C(=O)Cc1ccccc1)c1ccccc1 (configuration not stated)	47	-47	-4	-1	-1.9	-1	1	-5	-1	4
COC(=O)c1c(C)[nH]c(C)c1C(=O)c1ccccc1Cc1ccccc1	9	-9	-1	·	-0.5	2	5	-3	-4	5
Cn1c(Cn2c(=O)sc3ccccc32)nnc1SCC(=O)NCc1ccccc1Cl	-5	5	-4	·	0.5	-10	16	-2	-1	-4
O=C(Nc1ccc(OC(F)(F)C(F)F)c(NC(=O)c2cccc(F)c2)c1)c1cccc(F)c1	66	-66	-6	-2	-2.2	-4	0	-7	2	2
CCOC(=O)N1CCC(NS(=O)(=O)c2ccc3c(c2)C(C)(C)C(=O)N3C)CC1	10	-10	2	·	-0.9	-4	2	-3	-6	-3
CC(Sc1nnc(-c2ccncc2)n1-c1ccc(F)cc1)C(=O)NC1CC1 (configuration not stated)	-41	41	0	0	2.9	11	-10	-12	-2	-3
COc1cc2c(cc1OC)C1c3ccc(OC)c(OC)c3OCC1(O)C2 (configuration not stated)	-10	10	-1	·	-1.0	6	1	-11	-3	-12
CN(C)C(CNC(=O)CCNC(=O)c1ccc(Cl)cc1)c1ccco1 (configuration not stated)	-22	22	1	-1	0.2	-3	-16	-8	-1	4
CC(C)n1c(O)c(N=Nc2ccc(Cl)nn2)c2ccccc21	33	-33	-1	-3	0.1	7	-4	-12	-1	-2
Nc1nc(Cl)cc(Sc2ccc3ccccc3c2)n1	-6	6	0	1	0.1	-9	28	-7	2	2
O=C(O)C1(c2cccc(Cl)c2)CCC1	0	0	1	-1	-0.6	0	-4	-13	-3	-1
CN(C(=O)Cc1c(C(=O)O)n(C)c2ccccc12)c1ccc(Cl)cc1	-6	6	-1	·	3.7	-4	-5	-13	2	-3
O=C(NCC(=O)N1CCCCCCC1)c1cccc([N+](=O)[O-])c1	-6	6	-6	3	0.7	-8	-3	7	0	-6
COc1ccc(C(=O)Nc2ccccc2C(=O)NCc2ccco2)cc1	45	-45	-4	4	-0.4	4	-10	8	4	-18
CCOc1ccc(C(C(=O)NCC2CCCO2)N(CCc2cccc(C)c2)C(=O)c2snc(C(N)=O)c2N)cc1 (configuration not stated)	23	-23	-1	-2	2.5	-6	-6	-7	7	-7
C[C@]12c3[nH]c4cc(-c5ccco5)ccc4c3CCN1C(=O)[C@@H](CC(=O)NCc1ccco1)C[C@@H]2C(=O)N1CCCCC1	22	-22	4	·	-0.7	-3	2	-7	2	-1
O=C(Nc1ccc(S(=O)(=O)NC2=NCCCCC2)cc1)c1ccc(Cl)c([N+](=O)[O-])c1	54	-54	3	4	1.1	-1	26	-8	-1	-5
O=C(Nc1ccc(NC(=O)c2ccc3c(c2)OCO3)cc1)c1cccc(Cl)c1	-15	15	2	2	-1.8	1	8	-9	4	-4
O=C(COC(=O)c1ccccn1)Nc1ccccc1Cl	6	-6	-4	-1	-2.8	8	10	10	-6	-6
CCOC(=O)c1c(C)n(C)c2ccc(OC)c(NS(=O)(=O)c3ccc(Cl)s3)c12	0	0	-2	-6	0.0	0	1	-13	-8	-6
CC(NC(=O)COC(=O)c1cc(=O)c2ccccc2o1)c1ccccc1 (configuration not stated)	-25	25	-1	-1	1.0	-8	39	12	-3	-7
O=C(OCc1nnc(-c2ccccc2)o1)C1=COCCO1	-8	8	-2	-2	1.1	-20	-6	-9	-6	5
Cc1ccc(C)c(Nc2cc(C)nc(-c3ccccc3O)n2)c1	·	·	-11	-7	-1.2	0	-1	-15	-1	-1
CC(OC(=O)/C=C/c1cccs1)C(=O)Nc1ccc(C(N)=O)cc1 (configuration not stated)	-12	12	0	-3	-0.6	6	2	-11	-2	0
Cc1ccc(C)c(OCCC(=O)OCC(=O)NC(=O)NC2CCCCC2)c1	-4	4	-1	-1	-0.8	-4	15	-8	-3	-9
O=C1CN(C(=O)COC(=O)c2cnc(Cl)c(Cl)c2)c2ccccc2N1	-8	8	2	0	-1.9	5	-5	-15	-1	-1
CC(C)(C)c1ccc(-c2noc(CNC(=O)c3ccco3)n2)cc1	-18	18	-6	1	0.7	-8	-5	-16	-2	-9
Cc1cccc(NC(=S)NCc2ccc3c(c2)cc(C)n3C)c1C	7	-7	10	·	-1.0	-8	4	3	-3	3
CCn1c(CSc2nc(C)cc(C)n2)nnc1SCC(=O)Nc1nc(-c2ccccc2)cs1	67	-67	-2	-1	-0.4	2	26	7	5	-1
COc1ccc(-c2nnc(NC(=O)CSc3ccc(Cl)cc3)s2)cc1OC	22	-22	1	0	1.8	-2	-7	-11	-3	-5
CCc1cc(C(=O)OC)c(N2C(=O)C3C4C=CC(C4)C3C2=O)s1 (configuration not stated)	7	-7	-3	-1	-1.1	-8	-4	-9	1	-3
COCCNC(=O)c1cc2c(-c3ccc(Cl)cc3)nn(C)c2s1	87*	-87	-3	·	1.9	0	0	-11	0	-10

Source: PubChem BioAssay
